Screens as filed in PubChem.
MsrA inhibitor – inhibits bovine methionine sulfoxide reductase A. purified bovine MsrA, absorbance read-out. inhibition, % at 15.5 µM. actives 0.75% (n = 360,000). AID 651718; in the data active = inhibition above about 4.5%;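 note: 0% = vehicle wells with enzyme and 100% = reference inhibitor wells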
MT1-MMP act inh – inhibitors of human MT1-MMP activation; actives 0.061% (n = 360,000); HT1080 RFP-PRO-GFP cells, GFP/RFP ratio fluorescence, overnight; percent of plate control window, DMSO zero; P50281; AID 651647; GFP/RFP ratio change, % at 20 µM;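 active = GFP/RFP ratio change of at least 30% with cell ATP level not reduced by more than half and red fluorescence within 50% of control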; note: strong numbers were not always called active
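Assay system: HT1080 RFP-PRO-GFP cells | Dosing: 20 µM single dose, 1% DMSO | Incubation: Cells overnight before dosing, compound overnight, 37 °C, 5% CO2 | Evaluation: GFP/RFP fluorescence ratio | Control set: DMSO-only wells and HT1080 RFP-L50D-GFP cell wells as references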
FAS TE block – blocks the thioesterase domain of human fatty acid synthase. actives 0.67% (n = 360,000). P49327. inhibition, % at 15 µM. recombinant FAS-TE, OMFH fluorogenic substrate, fluorescence endpoint;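 active = compounds whose normalised, plate-corrected inhibition of enzyme fluorescence in the single-dose primary screen is 50% or more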;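 note: 0% = DMSO with enzyme and 100% = substrate without enzyme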
MLLE-PAM2 inh – blocks PAM2 peptide binding to the PABP1 MLLE domain | P11940 | GST-MLLE / FITC-PAM2 fluorescence polarization | inhibition, % at 20 µM | actives 0.36% (n = 360,000) | AID 588489; in the data active = inhibition above about 35%, passing the limit was not always enough;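 note: plate controls were DMSO wells with GST-MLLE for no effect and wells lacking GST-MLLE protein for full effect; some results filed as inactive read as strong as hits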
E coli Lon inh – inhibits E. coli Lon protease. P0A9M0. purified E. coli Lon protease, fluorescence polarization. inhibition, % at 7.94 µM. actives 0.42% (n = 360,000); in the data active = inhibition above about 13%, passing the limit was not always enough;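 note: 0% = enzyme with probe and DMSO and 100% = no enzyme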
NRP1-CendR mod – alters CendR peptide binding to human NRP-1; O14786; FAM-RPARPAR peptide binding to NRP-1, fluorescence polarization; inhibition, % at 25 µM; actives 0.85% (n = 360,000); AID 602438;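 active = inhibition or corrected inhibition above about 18%, plus a signal ratio from 0.5 to 1.5, limit read from the data, passing the limit was not always enough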; note: strong numbers were not always called active
Target sequence (O14786 whole entry, looked up): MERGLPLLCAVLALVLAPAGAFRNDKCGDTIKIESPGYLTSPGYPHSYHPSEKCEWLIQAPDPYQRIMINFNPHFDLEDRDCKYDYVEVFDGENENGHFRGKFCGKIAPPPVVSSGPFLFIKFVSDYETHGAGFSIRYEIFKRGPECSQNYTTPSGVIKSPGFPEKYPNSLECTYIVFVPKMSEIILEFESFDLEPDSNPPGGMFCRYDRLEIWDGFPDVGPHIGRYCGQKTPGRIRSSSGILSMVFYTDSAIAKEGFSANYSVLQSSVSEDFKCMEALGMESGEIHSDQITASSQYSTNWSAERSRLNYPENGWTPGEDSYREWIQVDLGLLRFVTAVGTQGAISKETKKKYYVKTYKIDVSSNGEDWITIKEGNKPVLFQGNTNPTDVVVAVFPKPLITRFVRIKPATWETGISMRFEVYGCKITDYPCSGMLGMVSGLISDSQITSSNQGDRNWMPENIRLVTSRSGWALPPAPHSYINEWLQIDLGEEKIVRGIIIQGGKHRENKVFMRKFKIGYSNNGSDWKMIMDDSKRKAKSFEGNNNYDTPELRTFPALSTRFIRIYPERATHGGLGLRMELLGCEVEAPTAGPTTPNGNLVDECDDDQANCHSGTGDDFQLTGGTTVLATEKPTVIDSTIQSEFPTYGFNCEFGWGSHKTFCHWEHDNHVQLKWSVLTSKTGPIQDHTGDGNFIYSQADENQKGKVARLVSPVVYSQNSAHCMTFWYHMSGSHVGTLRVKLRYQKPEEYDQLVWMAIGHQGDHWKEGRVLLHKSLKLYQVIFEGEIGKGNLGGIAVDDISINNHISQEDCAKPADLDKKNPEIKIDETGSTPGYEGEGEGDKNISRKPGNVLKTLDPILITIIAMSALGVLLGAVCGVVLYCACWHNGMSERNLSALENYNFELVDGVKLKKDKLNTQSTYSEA
Tb MetRS inh – blocks T. brucei methionyl-tRNA synthetase activity. AID 624268. purified T. brucei MetRS, ATP depletion, Kinase-Glo luminescence. actives 0.4% (n = 360,000). inhibition, % at 11.9 µM;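 active = inhibition above a per-plate cutoff of the control wells' mean inhibition plus 3 SD, cut at about 5.5% in these data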;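 note: 0% = DMSO wells median and 100% = median of wells with control inhibitor compound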
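technique = Kinase-Glo luminescence, ATP depletion format | system = purified MetRS (methionyl-tRNA synthetase) enzyme from Trypanosoma brucei | timing = 15 min preincubation, 2 h reaction, all 25 °C | evaluation = percent inhibition versus plate control medians | dosing = single dose, 11.9 µM final nominal, 0.9% final DMSO | also added = substrates ATP, L-methionine and bulk Escherichia coli tRNA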
MsrA act – activators of bovine methionine sulfoxide reductase A | actives 0.3% (n = 360,000) | purified bovine MsrA, absorbance read-out | activation, % at 10.6 µM; in the data active = activation above about 7.5%;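 note: 0% = vehicle and 100% = reference activator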
SKN-1 block – inhibitors of C. elegans SKN-1 | C. elegans VP596 Pgst-4::GFP/RFP ratio, acrylamide-induced, 24 h | inhibition, % at 21.8 µM | actives 0.49% (n = 360,000) | AID 624304;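 active = interference check ratio from 0.5 to 1.5 plus GFP to RFP signal ratio inhibition reaching or exceeding a fixed threshold, cut at about 30% in these data, passing the limit was not always enough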; note: some compounds called inactive have numbers as strong as hits
* marks the source's active call; other numbers are inactive results.

SMILES	MsrA inhibitor	MT1-MMP act inh	FAS TE block	MLLE-PAM2 inh	E coli Lon inh	NRP1-CendR mod	Tb MetRS inh	MsrA act	SKN-1 block
COc1ccc(Br)cc1C(=O)Nc1cccc2ncccc12	-0.5	0	0	21	2	-12	0.5	-4	12
O=C(Cn1ccc2cc(S(=O)(=O)N3CCCC3)ccc21)NCCc1ccccc1	0.1	5	2	1	0	9	0.4	-5	7
CNC(=O)c1c(NC(=O)c2ccc(S(=O)(=O)N3CCCCC3C)cc2)sc2c1CCN(C)C2 (stereo unspecified)	0.6	-22	-2	-42	-16	-84	0.0	5	-22
COc1ccccc1CNC(=O)COC(=O)c1ccc(N2CCCC2=O)cc1	0.6	-1	-6	-58	-2	1	0.2	-3	-4
COc1ccc(C(=O)OCC(=O)c2ccccc2)cc1S(=O)(=O)N1CCOCC1	0.1	-9	1	8	-11	-5	-0.3	-7	-12
C=CCc1c(C)nc(SC)nc1Nc1ccc(C(C)=O)cc1	4.4	-1	4	-15	2	-2	-0.8	-10	5
Cc1nnc(SCC(=O)Nc2ccc3c(c2)OCO3)[nH]c1=O	-0.1	-1	-11	20	-3	-8	-0.7	-12	-1
c1ccc2c(c1)-c1cccc3cncc-2c13	0.2	-5	-2	21	-6	2	-0.1	-2	29
O=C(CSc1ncn[nH]1)NCc1ccc(Cl)cc1	-0.1	-1	-10	5	-4	11	0.1	-4	1
COc1cccc(CNC(=O)CCc2nnc3ccc(NCCCN4CCCC4=O)nn23)c1	-1.2	-8	-15	4	0	5	-0.5	-13	-14
COc1cccc2c1OCC(CN1CCN(Cc3ccccc3)C(CCO)C1)=C2 (stereo unspecified)	0.8	2	-2	2	1	5	-0.6	-5	-11
Cc1ccc(NC(=O)Cn2nnc(-c3ccccc3-n3cnnn3)n2)c(C)c1	-0.2	2	0	-11	-2	8	1.4	-5	10
CC1(C)C2CCC1(CS(=O)(=O)NCc1ccc(Cl)cc1Cl)C(=O)C2 (stereo unspecified)	-0.2	0	5	-12	6	6	7.6*	-2	17
CCOc1ccc(NC(=S)NC(=O)Cc2ccccc2)cc1	-0.4	6	11	27	2	-39	-0.8	-2	-3
CC(C)CNC(=O)C1(C)CCCCCN1C(=O)c1cccnc1 (stereo unspecified)	-0.9	-1	-3	6	0	-13	-0.5	-1	21
O=C(COC(=O)c1ccncc1)Nc1cc(S(=O)(=O)N2CCOCC2)ccc1Cl	0.5	-3	-8	-23	-10	2	0.6	-1	11
Cc1ccc(NC(=O)c2cc(-c3ccco3)on2)cc1	-1.4	3	-4	-6	-9	-18	-1.1	-10	32
CCCn1nc(NC(=O)c2cccs2)c2cc3cccc(C)c3nc21	0.6	-1	3	7	-3	-8	0.0	0	4
Cc1cc(NC(=O)Nc2ccc(Cl)cc2)no1	-0.8	-1	-2	-3	-6	10	1.0	-3	3
O=C(c1cnn(-c2ccccc2)c1-n1cccc1)N1CCN(C2CCCCC2)CC1	-1.1	5	-4	-3	-8	5	-0.2	-1	4
CCC(C)NC(=O)C1(NC(=O)Nc2ccccc2)CCCCC1 (stereo unspecified)	-0.1	2	-3	20	8	-13	-0.3	0	9
CCOC(=O)CNC(=O)CNC(=O)c1ccc(OCC(C)C)cc1	-0.2	0	-5	13	5	14	-0.1	2	3
CCCCn1c(=O)[nH]c(=O)c2c1nc(-c1ccncc1)n2CCOC	2.2	3	-7	5	-6	-1	-0.4	-3	-11
c1ccc(NC2=NCCCCS2)cc1	0.9	1	-5	-6	0	7	0.4	3	-4
COCCn1c(-c2ccc(-c3ccccc3Cl)o2)nc2c1c(=O)[nH]c(=O)n2CC(C)C	0.6	-3	-1	-20	-5	-8	-0.4	-1	2
O=C(c1ccccc1-c1ccccc1)N1CCCCC1	1.9	2	-4	1	6	23*	0.4	-3	5
O=C(O)C1CCC(N2C(=O)C3CCCCC3C2=O)CC1 (stereo unspecified)	2.0	1	-4	-3	-5	5	-0.3	1	8
O=C(c1cc(S(=O)(=O)N2CCOCC2)ccc1Cl)N1CCOCC1	-0.3	0	-1	3	-8	13	-0.5	-4	-6
COc1ccc2oc(C(=O)OCC(=O)N(C)C3CCS(=O)(=O)C3)c(C)c2c1 (stereo unspecified)	0.4	-2	-5	-11	5	-9	-0.3	-8	-16
CCOCCCNC(=O)CN1C(=O)CSc2ccc(S(=O)(=O)N3CCOCC3)cc21	-0.2	0	-1	3	-7	-1	-0.3	-2	5
O=C(NCCN1CCCC1)c1ccccc1Cl	-0.2	-2	-9	6	-3	6	-0.3	-4	-6
O=C(c1ccccc1)N1CCN(CCc2ccccn2)CC1	-1.0	0	-2	-6	2	4	-0.2	-3	17
Cc1cccc(C)c1OCCn1nc(C(=O)O)c2ccccc2c1=O	0.6	1	3	1	-7	-3	-1.4	-6	-31
O=C(CS(=O)c1cccc(Cl)c1)Nc1ccccc1Cl (stereo unspecified)	0.3	-2	-1	4	-2	-7	-0.5	1	26
Cc1ccc(-n2nnnc2SCC#N)cc1	-0.3	-6	-8	-23	-1	-1	-1.2	-9	-4
Nc1nc(SCC(=O)c2ccc([N+](=O)[O-])cc2)n[nH]1	-1.1	-2	14	33	3	10	-1.3	-4	2

Of the compounds above, these have a furan ring, fused or not.
SMILES	MsrA inhibitor	MT1-MMP act inh	FAS TE block	MLLE-PAM2 inh	E coli Lon inh	NRP1-CendR mod	Tb MetRS inh	MsrA act	SKN-1 block
Cc1ccc(NC(=O)c2cc(-c3ccco3)on2)cc1	-1.4	3	-4	-6	-9	-18	-1.1	-10	32
COCCn1c(-c2ccc(-c3ccccc3Cl)o2)nc2c1c(=O)[nH]c(=O)n2CC(C)C	0.6	-3	-1	-20	-5	-8	-0.4	-1	2
COc1ccc2oc(C(=O)OCC(=O)N(C)C3CCS(=O)(=O)C3)c(C)c2c1 (stereo unspecified)	0.4	-2	-5	-11	5	-9	-0.3	-8	-16

Additional records.
SMILES	MsrA inhibitor	MT1-MMP act inh	FAS TE block	MLLE-PAM2 inh	E coli Lon inh	NRP1-CendR mod	Tb MetRS inh	MsrA act	SKN-1 block
CN(C)c1ccc(C(=O)Nc2ccc(CN3CCS(=O)(=O)CC3)cc2)cc1	1.7	-1	-6	1	-10	7	3.3	-2	3
CCn1c(CCCNC(=O)c2ccco2)nc2ccccc21	-0.3	-2	-8	-5	1	-2	-0.6	-6	-7
Cc1ccccc1Nc1nc(-c2sc(NC(=O)c3ccco3)nc2C)cs1	0.9	1	1	-18	-24	-21	-0.1	-3	8
O=C(N/N=C/c1ccccn1)c1cc([N+](=O)[O-])cc([N+](=O)[O-])c1	1.6	9	4	7	-1	-2	-0.2	2	-1
Cc1ccc(CNC(=O)c2ccc3c(c2)NC(=O)C(N2CCOCC2)S3)cc1 (stereo unspecified)	0.0	-4	-8	-10	-10	-20	-1.3	-10	-13
CCn1nnnc1SCC(=O)N1c2ccccc2Sc2ccccc21	-0.4	0	6	1	6	3	-1.4	-3	10
CCOc1ccc(C2CC(=O)NC3=C2C(=O)CCC3)cc1Cl (stereo unspecified)	1.7	3	-6	8	5	6	-1.1	-3	3
CC1(C)Cc2c(sc(NC(=O)/C=C/C(=O)O)c2C#N)CO1	0.4	-3	-6	-19	-15	-46	-0.3	-7	8
CCCCCCN1C(=O)C(O)=C(C(C)=O)C1c1ccccc1[N+](=O)[O-] (stereo unspecified)	4.2	0	-4	9	-8	-10	-0.7	0	6
Cc1ccc(N2CC(C(=O)Nc3ccc(S(=O)(=O)Nc4ncccn4)cc3)CC2=O)cc1C (stereo unspecified)	-0.2	3	-6	-20	3	0	-0.7	-3	-5
NC(=O)C1CCN(c2ccc(S(=O)(=O)N3CCC(Cc4ccccc4)CC3)cn2)CC1	2.6	0	-6	3	-8	12	-0.3	-2	12
COCCCN(Cc1cccs1)S(=O)(=O)c1csc(C(N)=O)c1	-0.4	4	-4	4	-8	18	-0.3	-2	-5
COc1ccccc1Oc1nc2c(c(=O)n(Cc3ccccc3F)c(=O)n2C)n1C	1.6	2	3	3	-8	14	-0.3	-3	10
Cc1ccccc1-c1cnc(C(O)c2ccc(Cl)cc2C)[nH]1 (stereo unspecified)	0.0	2	4	6	-9	4	-0.3	0	9
O=C(NCCOc1ccc(Cl)cc1)C1CC(=O)N(c2ccc3c(c2)OCCO3)C1 (stereo unspecified)	0.8	1	1	-24	-13	1	0.1	-2	8
O=C(NCc1ccccn1)c1ccccc1OCc1ccc(Cl)cc1Cl	-0.1	-3	18	6	5	-2	-0.4	3	-21
CCOC(=O)CN(C(=O)CCC(=O)Nc1cc(C)on1)C(C(=O)NC1CCCC1)c1cccnc1 (stereo unspecified)	0.1	-3	-6	-12	0	4	-0.2	0	10
O=C(COC(=O)c1ccc(F)c(S(=O)(=O)N2CCOCC2)c1)NCc1ccc(F)cc1	-0.9	3	-5	-6	9	-8	-0.3	-4	-21
CC(=O)c1ccc(-c2nnc(CCC(=O)N(C)Cc3cccc4cnccc34)o2)s1	1.1	-12	-4	12	2	8	-0.7	-5	-12
CC(=O)N1CCN(C(=O)c2ccc(C(=O)c3ccccc3)cc2)CC1	-1.5	-1	-5	-3	-9	-11	-1.2	-2	10
Cc1ccc(CC(=O)N/N=C/c2ccc(OC(=O)c3ccc([N+](=O)[O-])cc3)cc2)cc1	0.0	5	-12	6	-1	2	0.4	-3	7
O=C(Nc1cc(C(F)(F)F)ccc1N1CCCC1)C1CC(=O)N(Cc2ccccc2)C1 (stereo unspecified)	-0.3	-2	16	18	-11	24*	-0.1	-1	-7
Cc1nnc(NC(=O)CN2CCN(Cc3ccc(F)cc3Cl)CC2)s1	-0.3	0	-4	8	4	6	0.7	0	-1
Cc1cc(C)nc(N2CCCC(C(=O)NCc3ccc4c(c3)OCO4)C2)n1 (stereo unspecified)	-0.9	-1	-3	-4	-2	-5	-0.5	-2	-1
COc1ccccc1C(=O)C1CCCN(C(=O)c2cn3cc(Cl)ccc3n2)C1 (stereo unspecified)	0.7	1	2	-4	-4	0	-0.1	-4	3
COc1ccc(C(=O)NCCNc2ncc(C(F)(F)F)cc2Cl)cc1[N+](=O)[O-]	-0.4	1	53*	3	4	14	0.3	-1	1
COC(=O)C(C)NC(=O)c1ccc(C(C)(C)C)cc1 (stereo unspecified)	0.1	1	-1	0	8	2	0.1	-1	-1
S=C(NCCNC(=S)Nc1ccccc1Cl)Nc1ccccc1Cl	-0.2	6	0	16	3	0	-0.2	0	-4
CCN(CC)c1nc(N2CCN(C)CC2)nc2ccccc12	1.1	-4	-4	9	-4	1	-1.8	-1	3
C=CCn1c(CNC(=O)CCC)nc2ccccc21	0.7	0	-8	5	-5	-2	0.0	-1	3
O=C(Nc1cc(Cl)ccc1-n1cncn1)c1cc(S(=O)(=O)N2CCOCC2)ccc1F	0.5	7	4	-14	-10	-1	-0.4	-2	11
CC(=O)Nc1ccc(NC(=O)CSc2nnc(-c3cccnc3)o2)cc1	-0.3	1	-11	7	-10	-3	-0.5	-3	16
COC(=O)c1ccccc1NS(=O)(=O)c1cn(C)c(=O)n(C)c1=O	0.1	1	-8	5	0	0	0.0	-2	3
CCN1CCN(S(=O)(=O)c2cc(C(=O)O)ccc2Cl)CC1	0.1	-2	-5	-4	-5	-8	-0.4	-1	-2
